# Source: PubChem
# Cneo AK release: Cryptococcus neoformans lysis via adenylate kinase release; C. neoformans lysis, adenylate kinase release luminescence, 4 h; normalised: neutral wells 0, clomiphene wells 100; lysis activity, % at 15 µM; 360,000 tested, 0.2% active; AID 651654;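 active means mean lysis activity across replicates of at least 80%, whatever share of replicates individually reach that level; inactive means mean lysis activity below 80%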
#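 Signal: Adenylate kinase release luminescence | Assay system: Log-phase Cryptococcus neoformans yeast cells | Input: Cells at 5 × 10^6 per mL | Buffer or medium: Fresh YPD growth medium | Compound: Single dose | Schedule: Static 4 h at 37 °C with compound, 1 h detection | Controls: Clomiphene | Read-out: Luminescence rise reflecting yeast cell lysis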
# Xi reactivation: reactivates the inactive X chromosome in mouse fibroblasts; activation, % at 7.58 µM; AID 743238; 360,000 tested, 0.055% active; XiGFP mouse fibroblasts, % GFP-positive cells imaging, 3 d; cells co-treated with 5-aza-dC sensitizer; scaled so ellipticine positive control = 100%;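 active means mean normalized replicate activation at least 10% and every replicate at or above 10%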;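 further: 0% = median of on-plate neutral control wells and 100% = ellipticine 6 µM median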
#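 System: XiGFP fibroblasts, SV40-immortalized. Medium: DMEM plus 5-aza-dC sensitizer. Doses: single point. Timing: 3 d treatment, 15 min room-temperature fixation. Control set: ellipticine 6 µM.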
# PGC1a acetyl inh: lowers PGC1a acetylation signal in U2OS cells. AlphaScreen anti-acetyl-lysine; with virally co-expressed GCN5 acetyltransferase. inhibition, % at 15.6 µM. 350,000 tested, 0.17% active. AID 651687;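 active means every replicate shows inhibition of at least 40%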;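 further: 0% = neutral control wells and 100% = positive control wells; some results beyond the cut were filed as inactive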
# S100A4 MyoIIA: blocks human S100A4 binding to myosin IIA peptide; P26447; S100A4/TAMRA-MyoIIA peptide fluorescence polarization; inhibition, % at 10.7 µM; 360,000 tested, 0.14% active; AID 652163;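 active means mean inhibition of at least 70% across replicates, with every replicate also reaching that level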
# Target sequence (P26447 whole entry, looked up): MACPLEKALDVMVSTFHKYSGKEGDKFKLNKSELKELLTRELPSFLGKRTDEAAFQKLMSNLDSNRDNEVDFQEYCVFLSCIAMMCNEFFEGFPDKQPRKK
#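 incubation = readout 5 min after mixing, signal stable up to 60 min | system = S100A4 monomer protein | buffer or medium = HEPES pH 7.2 with CaCl2, KCl, NaCl, DTT, Triton | benchmarks = neutral control DMSO, positive control TFP | also added = fluorescent myosin IIA peptide, 5 nM | compound dosing = one concentration per compound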
# LGR2 inh: Drosophila LGR2 receptor signaling inhibition | HEK293 LGR2, CRE-luciferase, bursicon-stimulated, 4 h | inhibition, % at 9.99 µM | 380,000 tested, 0.35% active;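 active means drop in luminescence signal, shown as inhibition above about 50% in the replicate tests, limit read from the data, passing the limit was not always enough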;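 further: agonist challenge used bursicon conditioned medium at about half maximal strength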
# C2C12 statin: protects C2C12 myotubes from simvastatin toxicity. ATP luminescence, 48 h; scaled: DMSO 0, geranylgeraniol control 100. rescue of ATP level, % at 7.49 µM. 330,000 tested, 0.78% active;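 active means mean ATP rescue above about 67%, or every replicate alone reaching that limit, limit read from the data, passing the limit was not always enough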;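 further: myotubes were challenged with 10 µM simvastatin during compound exposure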
# ERAP1 HTS inh: inhibitors of human ERAP1 aminopeptidase; recombinant ERAP1, Leu-AMC fluorescence, 60 min; inhibition, % at 10.7 µM; Q9NZ08; 340,000 tested, 0.15% active;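 active means mean replicate inhibition of at least 30%, or all replicates individually reaching that 30% level; inactive means mean below 30% and not every replicate reaching it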;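 further: 0% = neutral control wells and 100% = L-leucinethiol positive control wells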
# SIRT5 inh: blocks human SIRT5 desuccinylation of peptide | Q9NXA8 | Purified SirT5, succinyl-peptide AMC, trypsin-coupled fluorescence | inhibition, % at 15 µM | 330,000 tested, 1.1% active | AID 652115; in the data active means inhibition above about 15%
# Target sequence (Q9NXA8 whole entry, looked up): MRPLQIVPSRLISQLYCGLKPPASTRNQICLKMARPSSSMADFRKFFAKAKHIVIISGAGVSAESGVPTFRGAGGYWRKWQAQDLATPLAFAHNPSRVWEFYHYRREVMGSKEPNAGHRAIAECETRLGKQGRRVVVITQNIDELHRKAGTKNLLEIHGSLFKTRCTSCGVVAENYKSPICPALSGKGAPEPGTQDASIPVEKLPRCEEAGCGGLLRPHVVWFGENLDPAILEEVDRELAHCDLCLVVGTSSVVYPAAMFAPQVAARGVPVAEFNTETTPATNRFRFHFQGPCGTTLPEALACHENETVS
# * marks the source's active call; other numbers are inactive results; x = no result given; & = joins results of further samples. A portion of the library. The share of hits here may be higher or lower than overall.
# Preview:
No.	molecule	Cneo AK release	Xi reactivation	PGC1a acetyl inh	S100A4 MyoIIA	LGR2 inh	C2C12 statin	ERAP1 HTS inh	SIRT5 inh
1	CCOc1ccc(/C=N/NC(=O)NC23CC4CC(CC(C4)C2)C3)cc1O	0	0.1	x	0	11	-9	4	4
2	O=C(CN(Cc1ccccc1)S(=O)(=O)c1ccc(F)cc1)NCc1ccncc1	0	0.0	1	-7	-2	16	-1	-5
3	CC(=O)c1ccc(NC(=O)Cc2ccsc2)cc1	7	0.0	-3	-3	-30	-5	0	1
4	CCS(=O)(=O)NC(=O)C1(C)CCN1C(=O)Cc1ccc(Cl)cc1Cl (centres undefined)	1	-0.1	-5	4	8	-41	1	x

# The list itself (from the top)
No.	molecule	Cneo AK release	Xi reactivation	PGC1a acetyl inh	S100A4 MyoIIA	LGR2 inh	C2C12 statin	ERAP1 HTS inh	SIRT5 inh
1	CCOc1ccc(/C=N/NC(=O)NC23CC4CC(CC(C4)C2)C3)cc1O	0	0.1	x	0	11	-9	4	4
2	O=C(CN(Cc1ccccc1)S(=O)(=O)c1ccc(F)cc1)NCc1ccncc1	0	0.0	1	-7	-2	16	-1	-5
3	CC(=O)c1ccc(NC(=O)Cc2ccsc2)cc1	7	0.0	-3	-3	-30	-5	0	1
4	CCS(=O)(=O)NC(=O)C1(C)CCN1C(=O)Cc1ccc(Cl)cc1Cl (centres undefined)	1	-0.1	-5	4	8	-41	1	x
5	Cc1cc(NC(=O)c2c(Br)cnn2C)no1	-1	2.3	x	4	1	-2	2	-5
6	N#CCCNS(=O)(=O)c1ccc(C(=O)OCCCOC(=O)c2ccc(S(=O)(=O)NCCC#N)cc2)cc1	0	0.3	x	-3	-12	-3	7	-4
7	Cc1ccc(NC(=O)c2cc(S(=O)(=O)N3CCCC3)c[nH]2)c(C)c1	-1	0.1	3	-12	-14	x	-1	-5
8	COc1ccccc1C(=O)NNC(=O)c1ccc(Br)o1	-6	-0.1	1	-2	-10	x	0	-11

# 2 entries from above, in transposed form.
7	Cc1ccc(NC(=O)c2cc(S(=O)(=O)N3CCCC3)c[nH]2)c(C)c1
8	COc1ccccc1C(=O)NNC(=O)c1ccc(Br)o1

Compound	7	8
Cneo AK release	-1	-6
Xi reactivation	0.1	-0.1
PGC1a acetyl inh	3	1
S100A4 MyoIIA	-12	-2
LGR2 inh	-14	-10
C2C12 statin	x	x
ERAP1 HTS inh	-1	0
SIRT5 inh	-5	-11

# Ordered by value in SIRT5 inh (low to high): 3 from the list above.
no.	structure	SIRT5 inh
8	COc1ccccc1C(=O)NNC(=O)c1ccc(Br)o1	-11
7	Cc1ccc(NC(=O)c2cc(S(=O)(=O)N3CCCC3)c[nH]2)c(C)c1	-5
1	CCOc1ccc(/C=N/NC(=O)NC23CC4CC(CC(C4)C2)C3)cc1O	4

# Other entries follow:
No.	molecule	Cneo AK release	Xi reactivation	PGC1a acetyl inh	S100A4 MyoIIA	LGR2 inh	C2C12 statin	ERAP1 HTS inh	SIRT5 inh
9	CCN(CC)S(=O)(=O)c1ccc(S(=O)(=O)N2CCCC(C(=O)NC3CC3)C2)cc1 (centres undefined)	0	0.2	2	-5	13	24	-1	x
10	COc1cccc(-n2c(SCC(N)=O)nc3ccccc3c2=O)c1	x	0.1	-6	-11	-3	x	1	-1
11	C[C@H](CO)N1C[C@H](C)[C@@H](CN(C)CC2CCOCC2)Oc2ncc(-c3ccc(C#N)cc3)cc2C1=O	1	-0.3	4	-20	-5	2	1	-10
12	CN1CCN(C(=S)NC(=O)/C=C/c2cccs2)CC1	x	0.0	x	-4	-12	x	x	-2
13	CC(C)(C)c1ccc(C(=O)OCC(=O)N2CCC(c3ccccc3)=N2)cc1	4	0.0	x	-13	5	1	2	0
14	CC(C)CCC(O)(c1ccccc1)C(CN1CCOCC1)c1ccccc1 (centres undefined)	2	0.0	-29	4	15	-4	-2	1
15	CC(=O)N1CCCc2cc(S(=O)(=O)N3CCCC(C)C3)ccc21 (centres undefined)	1	0.0	x	-5	-4	3	-1	-3
16	COCCNC(=O)C1CCCN(C(=O)COc2ccc(Cl)cc2Cl)CC1 (centres undefined)	0	0.0	x	2	2	2	-3	x
17	COc1cccc(CN2CC(C(=O)NCCc3nccs3)CCC2=O)c1 (centres undefined)	1	-0.2	-2	9	1	-2	1	1
18	O=C(CC(c1ccccc1)(c1ccccc1)c1ccccc1)N[C@@H](Cc1ccccc1)C(=O)O	-2	0.0	-1	-1	13	19	0	-2
19	O=C(Nc1ccc(F)cc1)N1CC(=O)N2[C@H](CO)[C@H](c3ccc(-c4ccc(F)cc4)cc3)[C@@H]2C1	x	0.1	10	-58	8	x	0	1
20	Cn1c(SCC(=O)Nc2sccc2C(N)=O)nnc1-c1ccncc1	-2	8.9	-7	-4	-7	x	-3	1
21	CN(C)CC#Cc1ccc([C@H]2[C@H](CO)N3CCCCN(C(=O)Nc4cc(F)ccc4F)C[C@@H]23)cc1	-4	-0.1	-6	7	-4	x	1	-1
22	CN1C(=O)c2ccc(NC(=O)CCS(=O)(=O)c3ccccc3)cc2C1=O	x	0.1	-2	13	-9	x	0	-6
23	COc1ccc(-c2nnc(SCC(=O)Nc3c(Cl)cc(Cl)cc3C(=O)O)o2)cc1	x	0.0	4	-1	2	-4	2	2
24	Cc1ccc(C(C)C)c(OCc2nn(CC(=O)c3ccc(Cl)cc3)c3[n+]2CCCCC3)c1	x	0.0	-1	1	x	x	15	-5
25	C/C(=N\NC(=O)CN(c1ccccc1)S(=O)(=O)c1ccccc1[N+](=O)[O-])C(C)(C)C	3	0.0	-5	4	7	x	0	1
26	COc1ccc(/C(C)=N/NC(=O)c2ccc3nc[nH]c3c2)cc1	-4	0.0	x	2	5	-52	-4	0
27	O=C1NC(=S)SC1=Cc1ccc(F)cc1	x	0.5	12	2	-31	-6	-3	5
28	Cc1ccc(OCC(=O)Nc2ccc(C(N)=O)cc2)cc1	0	0.3	6	-4	-4	1	-1	-1
29	O=C(O)CSc1nc2ccccc2nc1Cc1ccccc1F	x	0.0	x	-5	-63	x	2	2
30	O=C(CCc1ccccc1)N[C@@H]1c2ccccc2CC[C@@H]1OCc1ccccc1	3	0.0	x	-5	13	21	x	-1
31	Cn1c(C(O)c2ccc(Br)cc2)nc(Cl)c1Cl (centres undefined)	2	0.0	-1	-12	x	x	x	2
32	O=C(C[C@@H]1C[C@H]2c3cc(NC(=O)CC4CC4)ccc3O[C@H]2[C@@H](CO)O1)NCCc1ccccc1	9	-0.1	-11	-11	2	1	-1	-8

# Limited to Xi reactivation, LGR2 inh and ERAP1 HTS inh, for 2 of the compounds above:
No.	structure	Xi reactivation	LGR2 inh	ERAP1 HTS inh
28	Cc1ccc(OCC(=O)Nc2ccc(C(N)=O)cc2)cc1	0.3	-4	-1
29	O=C(O)CSc1nc2ccccc2nc1Cc1ccccc1F	0.0	-63	2

# New compounds follow.
No.	molecule	Cneo AK release	Xi reactivation	PGC1a acetyl inh	S100A4 MyoIIA	LGR2 inh	C2C12 statin	ERAP1 HTS inh	SIRT5 inh
33	C[N+]12CCC(CC1)C(OC(=O)C(O)(c1ccccc1)c1ccccc1)C2 (centres undefined)	1	0.1	x	-1&-10	5	-1	1	-2
34	COc1ccc(OC)c(C(=O)Cn2c3[n+](c4ccc(C(F)(F)F)cc42)CCCCC3)c1	2	0.4	-6	5	-4	-21	6	-4
35	CC1c2ccccc2-c2ccccc2N1C (centres undefined)	0	-0.1	-4	-3	-1	-2	3	-2
36	O=C(CNS(=O)(=O)c1ccc(Br)cc1Cl)OCC(=O)N1CCCC1=O	2	0.0	6	-4	12	11	-2	-1
37	CC(C)OC(=O)N(C)C[C@H]1OCc2cn(nn2)CCCC(=O)N([C@@H](C)CO)C[C@H]1C	-12	-0.5	4	14	7	-7	-1	2
38	CNc1nc(-c2ccccc2)cc(C)c1S(C)(=O)=O	x	0.0	-3	-1	-35	x	-4	-38
39	O=C(CNCc1cccs1)Nc1ccc(N2CCCCCC2)cc1	x	-0.6	x	-14	-6	x	-2	-3
40	C[C@H]1CN([C@@H](C)CO)C(=O)c2cc(C#CCc3ccccc3)cnc2O[C@@H]1CN(C)Cc1ccccn1	2	-0.7	-8	0	-3	x	-2	0
41	COc1ccc(N2CCN(C(c3cccs3)C(C)NC(=O)C(=O)N3CCOCC3)CC2)cc1 (centres undefined)	-3	0.0	6	2	5	1	1	-3
42	CCS(=O)(=O)Nc1ccc2c(c1)C(=O)N(C)[C@@H]1CC[C@@H](CC(=O)N3CCCCC3)O[C@H]1CO2	-2	0.3	0	-8	-5	-21	1	-3
43	CC(=O)c1ccc(N2CCN(C(=O)CCCc3nc4ccccc4s3)CC2)cc1	x	0.1	x	0	5	x	2	-1
44	CC(=O)c1ccc(-c2ccc(C(=O)Nc3nc(C)c(C(C)=O)s3)o2)cc1	-1	0.1	9	2	-12	-6	2	-24
45	Fc1ccccc1Nc1ncnc2c1nnn2Cc1ccccc1	-1	0.0	19	-2	-6	14	0	2
46	CC1(C)Oc2ccc3ccc(=O)oc3c2C[C@H]1O[C@@H]1O[C@H](CO)[C@@H](O)[C@H](O)[C@H]1O	9	0.0	x	0	-4	-7	x	x
